From PubChem
bIAP act = bovine intestinal alkaline phosphatase activators, primary screen, biochemical, bovine IAP, CDP-star luminescence; alkaline phosphatase, intestinal [Bos taurus]; 200,000 compounds, 0.17% hits; activation factor at 20 µM; AID 1016, 2008; purified bovine IAP, 30 min; hits give high values; fold of DMSO-control signal, blank-subtracted;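 active = activation factor of 2 or more at 20 µM, a signal rise over negative controls twice the positive control's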
TNAP inh no acc = human TNAP enzyme inhibitors, primary screen, biochemical, luminescent, no phosphate acceptor, uHTS; 200,000 compounds, 0.26% hits; Alkaline phosphatase, tissue-nonspecific isozyme (Homo sapiens), P05186; inhibition, % at 20 µM; AID 1012, 2008; purified TNAP, CDP-star luminescence, 30 min;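 active = tissue-nonspecific alkaline phosphatase inhibition above about 50% at 20 µM in the single-dose screen, limit read from the data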;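 also: 0% = DMSO negative control and 100% = EDTA positive control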
Target sequence (P05186 whole entry, looked up): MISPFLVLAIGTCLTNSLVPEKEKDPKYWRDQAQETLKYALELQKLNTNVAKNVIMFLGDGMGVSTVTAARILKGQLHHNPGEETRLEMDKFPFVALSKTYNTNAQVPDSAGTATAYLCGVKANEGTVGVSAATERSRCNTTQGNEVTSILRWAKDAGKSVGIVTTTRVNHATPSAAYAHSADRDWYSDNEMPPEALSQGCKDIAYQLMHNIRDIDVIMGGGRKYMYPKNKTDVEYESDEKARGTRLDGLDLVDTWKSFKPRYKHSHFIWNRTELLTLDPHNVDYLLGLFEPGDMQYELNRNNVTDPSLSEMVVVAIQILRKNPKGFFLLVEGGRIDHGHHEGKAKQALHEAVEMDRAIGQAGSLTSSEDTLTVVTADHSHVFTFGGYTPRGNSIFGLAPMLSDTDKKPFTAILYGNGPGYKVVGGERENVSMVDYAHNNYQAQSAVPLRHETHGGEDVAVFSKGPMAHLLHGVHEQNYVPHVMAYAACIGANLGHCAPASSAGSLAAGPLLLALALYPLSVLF
FLuc act counter = FLuc activators, initial screening, artefact control for FLuc-dependent activation tests, biochemical, ATPlite luminescence; Luciferin 4-monooxygenase (Photinus pyralis), P08659; ATPlite luciferase biochemical, 10 min; 0 = ATP-free wells, 1 = DMSO control; activation factor at 10 µM; 200,000 tested, under 10 active;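 active = luciferase activation factor, scaled between plate controls, of at least 2 with compound at 10 µM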
Target sequence (P08659 whole entry, looked up): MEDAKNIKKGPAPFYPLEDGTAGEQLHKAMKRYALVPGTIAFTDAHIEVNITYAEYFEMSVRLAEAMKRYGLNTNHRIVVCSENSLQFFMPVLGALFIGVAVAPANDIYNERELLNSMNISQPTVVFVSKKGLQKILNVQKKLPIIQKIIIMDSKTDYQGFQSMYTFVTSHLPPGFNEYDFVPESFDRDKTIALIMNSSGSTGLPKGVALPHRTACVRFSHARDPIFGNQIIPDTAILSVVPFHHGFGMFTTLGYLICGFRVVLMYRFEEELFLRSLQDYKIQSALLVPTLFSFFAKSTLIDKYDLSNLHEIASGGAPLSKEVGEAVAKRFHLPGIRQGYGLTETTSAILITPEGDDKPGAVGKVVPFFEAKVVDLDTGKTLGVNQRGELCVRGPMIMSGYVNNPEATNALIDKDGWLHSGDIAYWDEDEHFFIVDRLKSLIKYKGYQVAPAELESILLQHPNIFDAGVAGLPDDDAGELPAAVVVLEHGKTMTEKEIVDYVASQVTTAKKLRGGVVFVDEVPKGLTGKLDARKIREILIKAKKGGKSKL
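Assay system: Luciferase/luciferin detection reagent, cell-free biochemical luciferase assay / Read-out: luciferase activation / Benchmarks: No-ATP low control, compound-free enzyme-plus-ATP high control / Medium: PBS buffer for ATP / Detection: luminescence measurement of luciferase light output / Schedule: 10 min at ambient temperature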
NF-kB neuron act = activators of NF-kB expression in neurons, primary screen, cell-based, HTS. human neuronal cells, NF-kB reporter expression; hits give high values. fold change at 12.5 µM. 190,000 compounds, 1.6% hits. AID 1239, 2008; in the data active = fold change above about 3.3
FLuc inhib CS = firefly luciferase enzyme inhibitors, primary screen, artefact control for luciferase-based inhibitor screens, biochemical, luminescence, ATPLite | inhibition, % at 10 µM | 10 min | 200,000 compounds, 1.5% hits | Luciferin 4-monooxygenase (Photinus pyralis), P08659;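 active = inhibition above about 50% when tested at 10 µM, limit read from the data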
PMI activator = activators of human PMI, primary screen, biochemical, fluorescence intensity, near-Km mannose 6-phosphate; Mannose-6-phosphate isomerase (Homo sapiens), P34949; purified human PMI, coupled resazurin fluorescence, 20 min; hits give high values; 1 = vehicle control, 0 substrate-free wells; activation factor at 20 µM; 190,000 compounds, 0.005% hits; AID 1214, 2008;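 active = activation factor of 2 or more at 20 µM, relative to plate controls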
TNAP act hi DEA = TNAP activators at high phosphate acceptor level, primary screen, biochemical, luminescence, uHTS | Alkaline phosphatase, tissue-nonspecific isozyme (Homo sapiens), P05186 | purified TNAP, CDP-star luminescence, 1 M DEA, 30 min; hits give high values; 0 = EDTA background, 1 = DMSO-only activity | activation factor at 20 µM | AID 1136, 2008 | 200,000 tested, under 10 active;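 active = activation factor at least 2 at 20 µM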
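Dosing: 20 µM single point. System: human TNAP. Amount: TNAP 1/800 final. Incubation: 30 min, room temperature. Read-out: TNAP activation factor scaled between EDTA and DMSO control wells. Signal: luminescence from CDP-star hydrolysis. Medium: 1 M DEA, pH 9.8, Mg2+, Zn2+. Control set: EDTA negative control, DMSO positive control.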
APP 5'UTR act = activators of APP 5'UTR luciferase reporter, primary screen, SH-SY5Y cells; 190,000 compounds, 1% hits; activation, % at 2 µM; AID 1276, 2008; SH-SY5Y APP 5'UTR luciferase reporter, luminescence; zero percent = DMSO vehicle wells;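 active = activation above a set limit, based on mean plus 3 SD of controls, cut at about 140% in these data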; also: values of inactives mirror those of a sister screen read the other way
TNAP inh hi DEA = human TNAP enzyme inhibitors, primary screen, biochemical, luminescent, high phosphate acceptor level, uHTS | Alkaline phosphatase, tissue-nonspecific isozyme (Homo sapiens), P05186 | purified TNAP, CDP-star luminescence, 1 M DEA | inhibition, % at 20 µM | 200,000 compounds, 0.03% hits | AID 1135, 2008;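 active = over 50% inhibition of tissue-nonspecific alkaline phosphatase at 20 µM in the single-dose screen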;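 also: plate controls were DMSO wells for no effect and EDTA-quenched wells as full inhibition for full effect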
PMI act satM6P = human PMI activators, high substrate, primary screen, biochemical, fluorescence intensity, near-saturating mannose 6-phosphate | Mannose-6-phosphate isomerase (Homo sapiens), P34949 | coupled PMI enzyme assay, resazurin fluorescence, 20 min; hits give high values; 1 = untreated enzyme, 0 = substrate-free blank | activation factor at 20 µM | 190,000 compounds, 0.34% hits | AID 1216, 2008;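 active = activation factor of 2 or more at 20 µM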
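Material: human phosphomannose isomerase with PGI, G6PDH, diaphorase coupling enzymes; amount: PMI at 15 ng/mL final; also added: Mannose-6-phosphate 1.0 mM (near-saturating) plus 0.22 mM NADP+; incubation: enzyme reaction with compound 20 min at room temperature; signal: resorufin fluorescence (Ex 544/Em 590 nm) from resazurin via diaphorase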
The depositor's hits bear a star; x = not tested or not shown.

SMILES | bIAP act | TNAP inh no acc | FLuc act counter | NF-kB neuron act | FLuc inhib CS | PMI activator | TNAP act hi DEA | APP 5'UTR act | TNAP inh hi DEA | PMI act satM6P
CCOC(=O)CC1ON(C)C(=O)N1c1ccc([N+](=O)[O-])cc1 (configuration not stated) | 0.9 | -2 | 1 | 1 | 0 | 0.9 | 1 | -9 | 0 | 0.9
CSc1c(C#N)c(N)c(C#N)c2c1COC(C)(C)C2 | 1 | -11 | 1.1 | 0.94 | -9 | 1 | 1 | 23 | -2 | 1
CCOc1ccccc1NC(=O)C(Sc1ccccc1)c1ccccc1 (configuration not stated) | 0.5 | -5 | 1 | 0.74 | -3 | 0.8 | 1 | 5 | -1 | 0.8
O=C1C2C3C=CC(CC3)C2C(=O)N1/N=C/c1ccc(O)cc1 (configuration not stated) | 0.9 | -11 | 0.4 | 1.3 | 63* | 0.9 | 1 | 18 | -2 | 0.8
COc1ccc(-n2c(COc3ccccc3)nnc2SCc2ccc(C#N)cc2)cc1 | 1 | -8 | 1 | 0.49 | -4 | 0.9 | 1 | -11 | 0 | 0.8
CC(C)Nc1nc(NC(C)C)nc(SCCOC(=O)Nc2ccc(Cl)cc2Cl)n1 | 0.9 | 1 | 1.1 | 1.1 | -6 | 0.8 | 1 | 14 | 2 | 0.8
CNC(=S)N(CCc1c(C)[nH]c2ccccc12)Cc1ccco1 | 1 | -20 | 1.1 | 1 | -7 | 0.9 | 1 | -3 | -4 | 0.9
N#Cc1cnc2sc3ccccc3n2c1=N | 1 | -7 | 1 | 3.2 | -3 | 1 | 1 | -7 | -4 | 1
COc1ccc(OC)c(/C=N/NC(=O)CC2C(=O)NN=C2C)c1 (configuration not stated) | 0.9 | -6 | 1.1 | 1.5 | -7 | 1 | 1 | 8 | -2 | 0.9
COc1ccc(-c2noc(-c3ccccc3C(=O)NCc3ccco3)n2)cc1OC | 1 | -11 | 0.9 | 0.57 | 6 | 0.9 | 1.1 | -17 | -6 | 1
CCOC(=O)C1=C(C)N=C2SCCC(=O)N2C1c1sccc1C (configuration not stated) | 1 | -6 | 1 | 2.2 | 0 | 1 | 1 | -3 | -2 | 1.1
O=C1OC(c2ccc(F)cc2)=C/C1=C\c1ccc([N+](=O)[O-])o1 | 0.9 | 12 | 1 | 1 | -3 | 1.6 | 0.9 | -4 | 11 | 1.7
CCCC(=O)Nc1ccc(-c2nc3cc(C)ccc3o2)cc1 | 1 | -6 | 0.6 | 5.1* | 38 | 0.9 | 1 | 190* | -3 | 1
O=C(CSc1ccc(-c2ccco2)nn1)NCc1ccccc1 | 1 | 2 | 1 | 1 | 0 | 1 | 1 | 19 | -4 | 0.9
O=C(Nc1nc2ccccc2s1)c1ccc(OCC2CCCO2)cc1 (configuration not stated) | 1 | -4 | 0.3 | 1.6 | 74* | 0.8 | 1 | 122 | 2 | 0.9
CC(C)=CC(=O)OCC(=O)Nc1cccc([N+](=O)[O-])c1 | 0.7 | -1 | 1.1 | 0.96 | -6 | 1 | 1 | 3 | -4 | 1.1
CCc1cccc(N(C(=O)c2csnn2)C(C(=O)NC(C)(C)C)c2ccncc2)c1 (configuration not stated) | 1.2 | -8 | 1 | 1.6 | -5 | x | 1 | -1 | -5 | x
CCN(CC)CC(C)CNC(=O)CC(C(=O)N1CCc2ccccc21)n1ccnc1 (configuration not stated) | 0.7 | -5 | 1 | 1.1 | 0 | 1 | 1 | 5 | 0 | 0.9
Cc1onc(-c2ccccc2)c1C(=O)N1CCN(S(=O)(=O)c2ccc3c(c2)OCCO3)CC1 | 1.1 | 2 | 1.1 | 1.1 | -11 | 1.1 | 1.1 | 8 | -6 | 1
COc1nc(OCC#N)nc(N2CCCCC2)n1 | 1 | 8 | 1.1 | 1.1 | -9 | 1.2 | 1 | 8 | -2 | 1
CN1C(=O)S/C(=C/c2ccccc2OCc2ccc(C(=O)O)cc2)C1=O | 1.2 | -15 | 1 | 1.1 | -4 | 0.9 | 1 | 12 | -3 | 0.9
N#CC1=C(N)Oc2c(oc(CO)cc2=O)C1c1cccs1 (configuration not stated) | 0.8 | -2 | 1.1 | 1.1 | -7 | 1 | 1 | -4 | 2 | 0.6
O=C(NCCN1CCN(c2ccccc2)CC1)c1cccc(Br)c1 | 1 | -1 | 1.1 | 1.2 | -8 | 1 | 1 | 8 | -3 | 1
COc1cccc(C(=O)C2CCCN(C(=O)CCc3scnc3C)C2)c1 (configuration not stated) | 0.9 | 2 | 1 | 1.2 | -3 | 1 | 1.1 | -11 | -6 | 1.1
CCCn1cc(SCC(=O)Nc2nnc(C)s2)c2ccccc21 | 1 | -6 | 1 | 1 | -5 | 0.9 | 1 | -5 | 1 | 0.9
CCOc1ccc(N2C(=O)CNC2=S)cc1 | 1 | -40 | 1.1 | 1.2 | -11 | 1.1 | 1.1 | 3 | -6 | 1.1
CCOC(=O)c1cccnc1SCC(=O)N(C)c1ccccc1 | 1 | -8 | 1.1 | 1.1 | -5 | 1 | 1 | -9 | -2 | 1
Cc1ccc(C)c(N2C(=O)c3ccc(C(=O)OCC(=O)c4c(N)n(C)c(=O)n(C)c4=O)cc3C2=O)c1 | 0.9 | 3 | 1.1 | 1.1 | -13 | 0.8 | 1.1 | 13 | -6 | 0.9
O=C(COc1ccc(-c2ccccc2)cc1)N1CCN(C(=O)c2cccnc2)CC1 | 0.9 | -10 | 1 | 0.93 | 2 | 1 | 1 | 7 | -2 | 1
CC(C)(C)N1C(=O)c2ccc(C(=O)O)cc2C1=O | 1 | -12 | 1 | 0.99 | -3 | 1.1 | 1.1 | 0 | -5 | 1.1
Cc1ccc(NC(=O)c2cc(-c3ccc(C)o3)nc3ccccc23)nc1 | 0.9 | -6 | 0.9 | 0.88 | 6 | 1.3 | 1.1 | -1 | -6 | 1.6
COc1cccc(C(=O)Oc2cc(-c3ccccc3)no2)c1 | 1 | 26 | 1 | 1.1 | 0 | 1.1 | 0.9 | -2 | 5 | 1.1
CN(C)c1ccc(NC(=O)C(=O)NCCOc2ccccc2)cc1 | 1 | -10 | 1.1 | 1.3 | -6 | 1.1 | 1 | -16 | 1 | 1
NC(=O)c1ccc(-n2nnnc2SCC(=O)Nc2ccccc2-c2ccccc2)cc1 | 0.9 | 2 | 1 | 0.75 | -5 | 0.8 | 1 | 11 | -1 | 0.8
O=C(NCN1CCc2ccccc2C1)c1ccccc1 | 1 | -19 | 1 | 0.94 | -4 | 1 | 1.1 | 5 | -6 | 1
CSCCOC(=O)c1[nH]c2c(c1C)C(=O)CC(c1ccco1)C2 (configuration not stated) | 0.9 | -13 | 1.1 | 2.5 | -5 | 0.9 | 1 | -95 | -3 | 0.9
COc1ccc(CCNC(=O)CSc2ccc(-c3ccccc3)nn2)cc1OC | 1.1 | -12 | 1 | 1 | -2 | 1 | 1.1 | 16 | -8 | 1
Cc1cc(C)c(S(=O)(=O)N2CCN(c3nc4c(c(=O)n(C)c(=O)n4C)n3C)CC2)c(C)c1 | 1 | -11 | 1.1 | x | -9 | 1 | 1.1 | x | -5 | 1
CCOCCCNC(=O)C1c2ccccc2C(=O)N2CCc3ccccc3C12 (configuration not stated) | 1 | -10 | 1.1 | 1.1 | -6 | 1 | 1 | 23 | -4 | 0.8
N/C(COc1ccc(C(=O)O)cc1)=N\O | 1 | -15 | 1 | 1 | -3 | 1 | 1.1 | 21 | -7 | 1.1
Cc1ccc(OCCNC(=O)c2ccccc2N)cc1 | 0.9 | -2 | 0.9 | 1.1 | 6 | 1.2 | 0.9 | 3 | 6 | 1.2
C#CCn1c(=NC(=O)c2cc(Cl)sc2Cl)sc2cc(S(N)(=O)=O)ccc21 | 1 | -2 | 1 | 1.1 | -4 | 0.9 | 1 | 20 | 2 | 1
COc1cc(/C=N/n2cnnc2)ccc1OC(=O)c1ccncc1 | 0.8 | -11 | 1 | 0.87 | -3 | 1 | 1 | 3 | -3 | 1
Cc1ccccc1OCc1nnc(SCCN2CCCC2)n1-c1ccccc1 | 1.2 | -11 | 1 | 1 | -3 | 1 | 1.1 | 35 | -8 | 1.1
Nc1scc2c(C(=O)N/N=C/c3ccc(Cl)cc3)nn(-c3ccccc3)c(=O)c12 | 1 | -6 | 1 | 1 | 1 | 0.3 | 1 | -3 | 0 | 0.4
CC1Cc2ccccc2N1C(=O)CSc1nnc2c(n1)[nH]c1ccc(F)cc12 (configuration not stated) | 1.1 | 9 | 1 | 0.84 | -3 | 1 | 1 | 8 | 3 | 1
COc1ccc(CN2CCN(S(=O)(=O)c3ccccc3)CC2)c(OC)c1 | 0.9 | -7 | 1 | 0.93 | -4 | 0.8 | 1 | 12 | 1 | 0.9
Cc1oc2c(C)c(O)ccc2c(=O)c1-c1nncn1-c1ccccc1 | 1.3 | -4 | 1 | 1 | 3 | 1.1 | 1 | 11 | 1 | 0.9
C=CCOC(=O)C1=C[C@H](c2cn(C(C)=O)c3ccccc23)C[C@H](OCc2ccc(CO)cc2)O1 | 1 | -5 | 1.1 | 0.46 | -9 | 0.9 | 1.1 | 24 | -5 | 0.9
CC(=O)Nc1ccc(NC(=O)CNS(=O)(=O)c2ccc(C)cc2)cc1 | 0.9 | -2 | 1 | 1.4 | -1 | 0.9 | 1 | x | 2 | 0.9
CNC(=O)c1csc(-c2cccs2)n1 | 1 | -6 | 1.1 | 1.4 | -7 | 1.1 | 1 | 36 | -4 | 1.1

Not a retest: entries from further up.
SMILES | bIAP act | TNAP inh no acc | FLuc act counter | NF-kB neuron act | FLuc inhib CS | PMI activator | TNAP act hi DEA | APP 5'UTR act | TNAP inh hi DEA | PMI act satM6P
Cc1oc2c(C)c(O)ccc2c(=O)c1-c1nncn1-c1ccccc1 | 1.3 | -4 | 1 | 1 | 3 | 1.1 | 1 | 11 | 1 | 0.9
C=CCOC(=O)C1=C[C@H](c2cn(C(C)=O)c3ccccc23)C[C@H](OCc2ccc(CO)cc2)O1 | 1 | -5 | 1.1 | 0.46 | -9 | 0.9 | 1.1 | 24 | -5 | 0.9
CC(=O)Nc1ccc(NC(=O)CNS(=O)(=O)c2ccc(C)cc2)cc1 | 0.9 | -2 | 1 | 1.4 | -1 | 0.9 | 1 | x | 2 | 0.9
CNC(=O)c1csc(-c2cccs2)n1 | 1 | -6 | 1.1 | 1.4 | -7 | 1.1 | 1 | 36 | -4 | 1.1
